Compound activity as filed in PubChem.
ELG1 genotoxic = inducers of genotoxicity in HEK293T ELG1-luciferase cells | HEK293T ELG1-luciferase reporter, luminescence, 16 h | Potency, µM (titrated, usually from 46 µM), for inactives: at the highest dose activity change, positive = activation, actives largely listed as activators | 330,000 compounds, 1.3% hits | AID 504466; further: potency means the concentration at half of the fitted maximal effect; % of control where 0% means no effect; nearly all actives have a fitted effect of over 60% in size
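HEK293T cells expressing luciferase-tagged ELG1 were exposed to compound or DMSO vehicle for 16 hr at 37 °C and 5% CO2. Luciferase activity was then measured with ONE-Glo after 30 min at room temperature.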
ASM inhibitor = blocks human secretory acid sphingomyelinase; 340,000 compounds, 0.006% hits; Potency, µM (top dose mostly 57.5 µM), without a hit: top-dose activity change, negative = inhibition, usual class: inhibitors; AID 504937; P17405; placental ASM, HMU-PC fluorogenic substrate, 60 min; further: potency means the concentration at half of the fitted maximal effect
Target sequence (P17405 47-631 limits assumed): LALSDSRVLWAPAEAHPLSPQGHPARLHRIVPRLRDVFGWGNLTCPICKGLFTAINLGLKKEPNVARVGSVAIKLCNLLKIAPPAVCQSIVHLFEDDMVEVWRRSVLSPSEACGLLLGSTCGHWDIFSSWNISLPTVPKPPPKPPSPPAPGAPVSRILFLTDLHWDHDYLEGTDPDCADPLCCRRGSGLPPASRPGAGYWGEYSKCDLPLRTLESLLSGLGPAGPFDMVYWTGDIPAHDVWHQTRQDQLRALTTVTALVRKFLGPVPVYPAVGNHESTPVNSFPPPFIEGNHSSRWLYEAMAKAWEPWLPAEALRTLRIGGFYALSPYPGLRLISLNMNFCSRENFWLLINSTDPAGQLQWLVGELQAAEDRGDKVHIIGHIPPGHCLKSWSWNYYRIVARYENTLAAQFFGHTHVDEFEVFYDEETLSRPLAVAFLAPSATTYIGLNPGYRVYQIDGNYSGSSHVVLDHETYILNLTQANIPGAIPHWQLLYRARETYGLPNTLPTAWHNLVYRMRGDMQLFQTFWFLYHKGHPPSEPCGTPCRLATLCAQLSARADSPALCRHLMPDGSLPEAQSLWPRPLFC
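Human placenta-derived ASM preincubated with compound 10 min at room temperature, then reacted with 9 uM (final) fluorogenic HMU-PC substrate for 60 min at 37 C. Stop solution raises pH to 10; fluorescence read at Ex 386/Em 447 nm.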
B2AR arrestin = recruits beta-arrestin to the human beta2-adrenergic receptor. Potency, µM (top dose mostly 46.1 µM), inactives show at the highest dose activation, most hits filed as activators. beta-arrestin recruitment to beta2AR, cell-based reporter. 330,000 compounds, 0.02% hits. AID 492947;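 further: potency means the concentration at half of the fitted maximal effect; 0% = DMSO controls and full agonism = EC100 isoproterenol or metaproterenol; nearly all actives have a fitted effect of over 65% in size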
Target sequence (P07550 whole entry, looked up): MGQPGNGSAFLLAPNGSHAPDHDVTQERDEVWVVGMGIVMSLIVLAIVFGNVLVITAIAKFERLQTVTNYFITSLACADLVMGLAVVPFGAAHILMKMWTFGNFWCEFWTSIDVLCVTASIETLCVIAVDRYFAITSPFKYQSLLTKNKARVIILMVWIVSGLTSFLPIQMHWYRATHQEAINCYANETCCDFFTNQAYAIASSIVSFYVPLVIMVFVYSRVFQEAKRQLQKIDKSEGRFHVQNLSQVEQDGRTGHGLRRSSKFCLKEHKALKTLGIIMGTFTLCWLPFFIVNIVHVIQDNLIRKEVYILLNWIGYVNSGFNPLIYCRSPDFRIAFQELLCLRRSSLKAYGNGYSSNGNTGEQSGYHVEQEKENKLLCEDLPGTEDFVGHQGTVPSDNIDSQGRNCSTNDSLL
uPA surface inh = blocks generation of uPA at the cell surface. cell surface uPA generation assay, qHTS. 330,000 compounds, 0.31% hits. AID 540303. Potency, µM (highest dose often 38.3 µM), inactives show at the highest dose activity change, negative = inhibition, most hits filed as inhibitors; active means well fitted inhibition curve with a large enough effect; inconclusive means small, poorly fitted or top-dose-only effect; inactive means no such curve, though single readings can be large or run the other way; tested in mouse RAW 264.7 cells; further: potency means the concentration at half of the fitted maximal effect; on the % scale 0 is the no-effect control and ±100 the full control effect; nearly all actives have a fitted effect of over 55% in size
BRCA1 expr up = activators of BRCA1 expression. MCF7-BRCA1-FFLuc reporter, luminescence, 48 h; response scale: scaled: vehicle 0%, 10 µM genistein 100%. Potency, µM (top dose mostly 46.1 µM), without a hit: top-dose activation, most hits filed as activators. 380,000 compounds, 1.1% hits; further: potency means the concentration at half of the fitted maximal effect; nearly all actives have a fitted effect of over 80% in size; some results filed as inactive show a strong effect at the top dose
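Luminescence from a BRCA1-driven firefly luciferase in MCF7 cells was the read-out, taken 15 min after substrate addition following 48 h compound exposure at 37 °C. Data were normalized to a 10 microM genistein control and DMSO vehicle.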
Integrin act MD = integrin-mediated muscular dystrophy alleviation activation | alpha7betagal myoblasts, beta-gal FDG fluorescence, 48 h | Potency, µM (series often up to 38.3 µM), inactives show at the highest dose activation, actives largely listed as activators | 350,000 compounds, 0.064% hits | AID 624291;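 further: potency means the concentration at half of the fitted maximal effect; 100% = response of the positive control SU9516; nearly all actives have a fitted effect of over 60% in size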
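Alpha7betagal+/- myoblasts (passage 13) were plated 16-24 hr, then exposed to compounds (1:260 dilution of DMSO stock) for 48 hours at 37C. After MPER lysis, β-galactosidase reporter activity was read as FDG fluorescence (ex 480/em 540) after 30 minutes.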
Eya2 phos inh = blocks the phosphatase activity of human Eya2. 330,000 compounds, 0.006% hits. O00167. AID 488837. recombinant Eya2, OMFP fluorescence dephosphorylation (OMFP is methylfluorescein phosphate). Potency, µM (doses to about 76.9 µM), for inactives: at the top dose activity, negative = inhibition, most hits filed as inhibitors; further: potency means the concentration at half of the fitted maximal effect; on the % scale 0 is the no-effect control and ±100 the full control effect
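Eya2 protein (added as 0.2 uM solution) was preincubated with compound for 10 min at ambient temperature in 50 mM HEPES pH 7.5, 50 mM NaCl, 5 uM MgCl2, 0.05% BSA, 1 mM DTT. OMFP (added at 50 uM) then reacted 10 min; fluorescence read at 485/525 nm.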
TRPV1 agonist = activates the human vanilloid receptor TRPV1 | Q8NER1 | TRPV1-expressing cells, Fluo-8 calcium influx, agonist mode | activation, % at 8.33 µM | 320,000 compounds, 0.19% hits | AID 540275; in the data active means activation above about 80%; inconclusive means between about 30% and that limit; further: 0% is about no effect
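Cells expressing TRPV1 were dye-loaded with Fluo-8 and read kinetically: 10 s baseline, 3 min after compound (agonist portion), then 2 min after EC20 capsaicin (allosteric enhancer portion). Calcium-bound dye fluorescence at 480/520 nm.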
USP2a inh = blocks human ubiquitin-specific protease USP2a; O75604; USP2 core, Ub-CHOP2 coupled fluorogenic reporter, 485/531; Potency, µM (doses to about 38.3 µM), for inactives: top-dose activity change, negative = inhibition, usual class: inhibitors; 330,000 compounds, 0.01% hits; AID 463254;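 further: potency means the concentration at half of the fitted maximal effect; plate controls were DMSO wells for no effect and full inhibition by NEM control for full effect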
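USP2 core (10nM final) preincubated 30min RT with compound in 20mM Tris-HCl pH 8.0, 2mM CaCl2, 2mM beta-mercaptoethanol, 0.05% CHAPS; 25nM Ub-CHOP2 plus 25nM reporter substrate added, fluorescence (Ex485/Em531) read after 60min.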
PTAP TSG101 blk = blocks PTAP/TSG101 interaction to inhibit HIV-1 budding; Fluorescence polarization, FITC-PTAP peptide / Tsg101 binding; Potency, µM (highest dose often 115 µM), without a hit: top-dose activity change, negative = inhibition, most hits filed as inhibitors; Q99816; 340,000 tested, under 10 active; active means well fitted inhibition curve with a large enough effect in the main read-out, with a control signal flat, not every such curve was filed as active; inconclusive means small, poorly fitted or top-dose-only effect, or effect the other way, or a change in a side signal; inactive means no such curve, though single readings can be large or run the other way; further: potency means the concentration at half of the fitted maximal effect; % of control where 0% means no effect
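Fluorescence polarization binding of Tsg101 binding domain (10 uM final) to FITC-labeled PTAP peptide (50 nM final) in HEPES pH 7.5 buffer with NaCl, Tween 20, EDTA, TCEP. Compounds added before peptide; binding 20 min at RT.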
p53 reactivator = mutant p53 re-activation in reporter cells. 320,000 compounds, 0.063% hits. Potency, µM (titrated, usually from 92.2 µM), without a hit: at the top dose activity change, positive = activation, hits mostly activators. H1299 p53-A138V BP100-luciferase reporter, luminescence, 24 h; further: potency means the concentration at half of the fitted maximal effect; % of control where 0% means no effect; nearly all actives have a fitted effect of over 45% in size
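p53-null H1299 cells stably carrying temperature-sensitive p53-A138V and a BP100-luciferase reporter were pinned with compounds (4-point, 1:5 series) and held 24 hrs at 37 deg C. Luminescence was read 10 min after detection reagent.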
* hit, by the source's call; i = inactive; ? = inconclusive; · = no result given; [ ] = another dose, or the depositor's remark. Unless noted, the call rests on the fitted dose curve; in most records, active means well fitted curve in the direction sought with a large enough effect; inconclusive means small, poorly fitted or top-dose-only effect, or another doubt; inactive means no such curve, though single readings can be large; an effect the other way counts as inactive or inconclusive.

SMILES | ELG1 genotoxic | ASM inhibitor | B2AR arrestin | uPA surface inh | BRCA1 expr up | Integrin act MD | Eya2 phos inh | TRPV1 agonist | USP2a inh | PTAP TSG101 blk | p53 reactivator
COc1ccc(CN(C)C(=O)CNC(=O)c2ccc(C)cc2)cc1 | -4.6% | 1.7% | -0.6% | -3.7% | -14.3% | -27.5% | -5.9% | -2.1 | 1.5% | -6.7% | 3.6%
NC(=O)[C@H]1CC2(CC(c3cccc(NC(=O)CC(c4ccccc4)c4ccccc4)c3)=NO2)CN1C(=O)C(c1ccccc1)c1ccccc1 (stereo partly specified) | -9.3% | -12.0% | 0.0% | -0.9% | -39.5% | -10.8% | -4.7% | 1.6 | 0.0% | 4.6% | 4.4%
CC1CC/C(=N/Nc2ccccc2)C(=O)N1 (stereo unspecified) | 6.5% | 2.3% | -0.3% | 0.1% | 42.6% | 15.9% | -1.1% | 0.5 | -1.2% | -0.9% | 12.1%
CCOc1ccc(C(=O)NCC(=O)NCC(c2cccs2)N2CCOCC2)cc1 (stereo unspecified) | 3.0% | 3.6% | 0.4% | 0.0% | -6.8% | 18.0% | -31.9% | -0.6 | 2.4% | 0.2% | 8.8%
Cc1ccc(/C=N/n2cnc3sc4c(c3c2=O)CCCC4)o1 | 11.3% | 0.8% | -0.5% | 2.3% | 70.0% | 29.2% | -3.5% | 2.3 | -1.2% | -3.4% | ?
CC(OC(=O)CN1C(=O)NC2(CCCCC2C)C1=O)c1ccccc1 (stereo unspecified) | -1.5% | 1.6% | 0.5% | -10.3% | 4.5% | -19.6% | -23.8% | -0.8 | 2.4% | -1.5% | 1.3%
COCCN(C(=O)CCC(=O)Nc1ccccn1)C(C(=O)NCCC(C)C)c1ccc(F)cc1 (stereo unspecified) | -1.1% | -3.2% | -0.7% | 1.2% | -10.7% | 21.0% | ? | 16.4 | -3.6% | -1.3% | -3.0%
CCn1c(O)c(N=Nc2ccc(Cl)c(C(=O)O)c2)c2ccccc21 | 12.8% | -0.8% | -0.3% | 0.6% | 90.2% | 8.8% | 9.3% | 1.6 | 2.8% | -2.2% | 10.8%
Brc1cccc(OCCCNC2CCCC2)c1 | -5.0% | 2.0% | 0.0% | 1.5% | -9.9% | -57.2%[inhibitor] | 3.9% | -1.4 | -0.5% | 1.3% | ·
COc1cc(/C=N/NC(=O)c2cc(O)cc(O)c2)ccc1OC(=O)c1ccccc1 | 0.1% | ? | 3.0% | -7.6% | -9.8% | 4.3% | 3.0% | -2.4 | -1.6% | -8.1% | 5.8%
CC(C)(C)C(=O)CN1C2=NCCN2c2ccccc21 | 0.1% | -0.2% | -0.4% | -2.8% | -0.9% | 1.4% | -0.2% | 1.7 | 1.8% | -5.5% | -6.4%
Cc1nnc(N/N=C/c2cccs2)[nH]c1=O | -0.2% | 3.6% | 0.1% | 1.7% | -8.4% | 3.3% | ? | 2.7 | -0.7% | -0.9% | 11.8%
CC1(C)Cc2c(C#N)c(NCCO)nc(-c3ccco3)c2CO1 | -3.0% | i | 0.1% | -5.5% | -11.6% | -2.2% | -1.0% | 10.2 | 0.1% | -0.2% | 0.8%
COc1ccccc1NC(=O)CSc1nc2ccccc2n1C(C)=O | -0.1% | -4.8% | -0.2% | · | -25.6% | 31.9% | -6.6% | 15.1 | 0.8% | -6.5% | -12.8%
CCOC(=O)C1=C(C)N(CCCC(=O)O)C(=O)NC1c1cccs1 (stereo unspecified) | · | 5.5% | · | 6.0% | -9.9% | 0.0% | · | · | · | 0.5% | ·
COc1cccc(-c2cccc(NC(=O)C3CCN(Cc4ccc(C)o4)CC3)c2)c1 | 3.5% | 0.6% | 0.1% | 4.6% | -18.9% | -18.8% | 1.1% | 1.9 | 2.7% | -3.0% | 14.9%
Cc1nnc(-c2ccccc2)c[n+]1[O-] | -0.9% | 4.5% | -0.9% | 2.3% | 0.6% | 1.6% | -6.4% | -0.6 | 4.2% | -2.9% | 0.3%
O=C(Oc1ccc(Cl)c(Cl)c1)C1=CC=CN2CCS(=O)(=O)N=C12 | -0.6% | 21.5% | -0.3% | -8.3% | -0.5% | -12.0% | 5.8% | · | 5.4% | -3.1% | -7.2%
COc1c(S(=O)(=O)n2nc(C)cc2C)ccc(Cl)c1Cl | · | -1.4% | · | -2.4% | -0.8% | 20.8% | · | 0.4 | · | -4.4% | ·
CCOC(=O)c1cnc2ccc(OC)cc2c1NCc1ccccc1 | -0.2% | 129.6%[activator] | 0.2% | 4.5% | -64.7% | -13.9% | -11.4% | ? | 1.1% | 0.8% | 8.2%
CCCn1c(COc2ccccc2)nc2ccccc21 | 5.5% | -2.8% | -0.9% | 2.0% | 1.2% | -8.2% | 8.2% | ? | 0.9% | 0.3% | ·
COc1cc(/C=C(/C#N)C(=O)Nc2ccccc2)c(Br)cc1OCc1ccc(C(=O)O)cc1 | 17.4% | -2.6% | 0.5% | 0.0% | 6.4% | -9.8% | -26.1% | 0.2 | 2.8% | -5.5% | 6.0%
COCCNC(=O)c1cc(-c2ccccc2)n(CC2CC(c3ccc(OC)cc3)=NO2)n1 (stereo unspecified) | -7.2% | 4.6% | -2.0% | 6.2% | -6.5% | 0.0% | -10.7% | -1.2 | 4.9% | -1.4% | -11.1%
CC(C)(C)OC(=O)N1Cc2ccccc2C[C@H]1C(=O)NCC(=O)NCC1CCCO1 (stereo partly specified) | 1.3% | 8.0% | 0.6% | -7.1% | -0.5% | 16.2% | -2.8% | 2.5 | 0.8% | -4.3% | 1.8%
CCNc1nc(NCC)n2c(SCC(=O)c3ccc(C(C)C)cc3)nnc2n1 | -3.2% | -0.6% | 0.3% | 5.6% | 4.6% | 4.4% | -12.8% | 0.7 | -1.1% | 0.5% | 2.5%
O=C(N/N=C/c1cccn1-c1ccc([N+](=O)[O-])cc1)C(O)c1ccccc1 (stereo unspecified) | -3.3% | -2.3% | -0.4% | 1.5% | 8.3% | -4.9% | 17.6% | 2.6 | 0.9% | -4.9% | 6.3%
c1ccc2c(-c3nn4nnnc4c4ccccc34)cccc2c1 | -3.0% | 11.3% | -0.4% | -2.6% | -17.3% | 0.0% | -17.4% | 6.8 | 1.7% | -0.8% | 1.8%
CC(C)NC(=O)c1ccc(Sc2ccccc2)c([N+](=O)[O-])c1 | 0.9% | -4.7% | -1.5% | 1.1% | -27.8% | -5.9% | -8.7% | -2.0 | 0.0% | 0.9% | ?
Cc1nnsc1C(=O)NC1CCCc2c1cnn2-c1ccc(C(C)(C)C)cc1 (stereo unspecified) | 3.3% | -17.6% | -0.6% | ? | -42.4% | -35.4%[inhibitor] | -10.0% | 85.2* | -10.8% | -9.5% | 2.8%
O=C(O)C1CCCN1C(=O)Nc1ccc(Cl)cc1 (stereo unspecified) | 2.6% | -2.0% | -0.9% | 3.2% | -12.1% | -11.5% | -7.0% | -3.5 | 7.0% | 0.5% | 12.5%
NC(=O)c1ccccc1OCC(=O)NS(=O)(=O)c1ccccc1 | -8.7% | -3.2% | -0.3% | 13.0% | 3.4% | 9.3% | -0.2% | -2.8 | 2.2% | · | -2.9%
CC(C)(C)C(=O)NCc1ccc(C(=O)CN2C(=O)NC3(CCCC3)C2=O)s1 | 2.4% | 1.3% | -0.5% | -1.0% | -11.1% | -13.6% | -20.7% | -2.6 | 2.4% | -1.4% | -6.2%
C=C(C)Cn1c(C(C)NC(=O)CCC)nc2ccccc21 (stereo unspecified) | -2.9% | 1.3% | -0.5% | -0.8% | -2.2% | 13.8% | -38.7% | 15.3 | 0.2% | -14.8% | ?
O=C(NCCc1nnc2ccc(SCC(=O)N3CCCC3)nn12)c1ccc(F)cc1 | -0.6% | 1.9% | 0.3% | 17.2% | -6.5% | 2.9% | -11.1% | 1.1 | -0.7% | 3.6% | -10.3%
